KOR beta-arrestin-1: KOR agonists, beta-arrestin recruitment, primary screen, cell-based, luminescence, uHTS (AID 1777) | activation, % at 10 µM, or EC50 in µM where a hit was titrated | Kappa-type opioid receptor (Homo sapiens) | KOR beta-arrestin recruitment, luminescence; higher % means a stronger effect | actives 0.02% (n = 280,000); in the data active means activation above about 50%, passing the limit was not always enough; further: a part of the inactive calls stands beside numbers as strong as those of hits
XIAP antagonists: XIAP antagonists, biochemical, IAP family, fluorescence polarization (AID 1018) | XIAP BIR domain, fluorescence polarization peptide displacement; higher % means a stronger effect | one-dose displacement, % at 20 µM; IC50 in µM for titrated hits | actives 0.007% (n = 200,000); in the data active means displacement above about 50%; further: a part of the inactive calls stands beside numbers as strong as those of hits
PMI inhibition: human PMI inhibitors, high substrate, primary screen, biochemical, fluorescence intensity, high mannose 6-phosphate (AID 1220); Mannose-6-phosphate isomerase (Homo sapiens); recombinant PMI enzyme, coupled fluorescence intensity; higher % means a stronger effect; inhibition, % at 20 µM; hits with a dose series show IC50 in µM; actives 0.66% (n = 190,000)
human PMI inhibition: inhibitors of human PMI, primary screen, biochemical, fluorescence intensity, coupled assay (AID 1209). inhibition, % at 20 µM, or IC50 in µM where a hit was titrated. actives 0.42% (n = 190,000). Mannose-6-phosphate isomerase (Homo sapiens). purified PMI enzyme, coupled fluorescence intensity; higher % means a stronger effect;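 further: plate controls were DMSO vehicle for no effect and wells lacking substrate for full effect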
KOR beta-arrestin-2: KOR antagonists, beta-arrestin recruitment, cell-based, luminescence, uHTS (AID 1778); actives 0.091% (n = 290,000); Kappa-type opioid receptor (Homo sapiens); KOR beta-arrestin recruitment, luminescence, antagonist mode; higher % means a stronger effect; inhibition, % at 10 µM; hits with a dose series show IC50 in µM; further: strong numbers were not always called active
LYP inhibition: inhibitors of LYP phosphatase, biochemical, fluorescence intensity, uHTS (AID 1779); Tyrosine-protein phosphatase non-receptor type 22 (Homo sapiens); recombinant LYP phosphatase, fluorescence intensity; higher % means a stronger effect; inhibition, % at 11.5 µM, or IC50 in µM where a hit was titrated; actives 0.054% (n = 290,000);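 further: plate controls were vehicle with enzyme for no effect and no enzyme for full effect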
NOD1 NF-kB reporter: NOD1 signaling inhibitors, primary screen, cell-based, luminescence, uHTS (AID 1578); NOD1-driven NF-kB luciferase reporter cells, luminescence; higher % means a stronger effect; inhibition, % at 4 µM; hits with a dose series show EC50 in µM; actives 1% (n = 290,000); in the data active means inhibition mostly above about 36%, no sharp cut-off; inactive means mostly below about 34%;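 further: HEK-293T reporter cells stimulated with the NOD1 agonist gamma-tri-DAP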
TNAP activators: human TNAP enzyme activators, primary screen, biochemical, luminescent, no phosphate acceptor, uHTS (AID 1001); purified TNAP, luminescent activation assay, no phosphate acceptor; higher activation fold means a stronger effect; activation fold at 20 µM, or EC50 in µM where a hit was titrated; actives 0.03% (n = 200,000); in the data active means activation fold from about 3, or a potency from the dose series; inactive means the rest, 99 in 100 with activation fold below about 1.6; further: many of its hits are not listed in these tables
NOD2 inhibition: NOD2 signaling inhibitors, cell-based, luminescence, uHTS, HEK293 (AID 1566); actives 0.63% (n = 290,000); inhibition, % at 4 µM; hits with a dose series show EC50 in µM; HEK293 NOD2/NF-kB luciferase reporter, luminescence; higher % means a stronger effect; further: many of its hits are not listed in these tables
The depositor's hits bear a star; nt = no result given; [ ] = dose if it differs, or a comment. Unless noted, no stated cut-off is given here; in the data, active means inhibition above about 50%; inactive means the rest. These rows are one share of the data; the hit share may differ from the screen's.

SMILES	KOR beta-arrestin-1	XIAP antagonists	PMI inhibition	human PMI inhibition	KOR beta-arrestin-2	LYP inhibition	NOD1 NF-kB reporter	TNAP activators	NOD2 inhibition
O=C1C(=O)N(CC(=O)N2CCCC2)c2ccccc21	-7.2%	-6.7%	18%	4%	10%	-2%	-37%	1.1	2%
O=C(Nc1ccc2c(c1)nc1n2CCN(C2CCCCC2)C1)NC1CCCCC1	nt	-4.4%	-8%	-11%	nt	-8%	-5%	0.9	8%
Cc1ccc(/C=C2\C(=O)ON=C2c2ccccc2)o1	-9.4%	-0.2%	5%	10%	-16%	-3%	-23%	1.1	11%
COc1cc(S(=O)(=O)NCCN2CCOCC2)c(OC)cc1Cl	-4.7%	-3.1%	6%	9%	21%	-7%	0%	1	14%
COc1ccc(NC(=O)C2CCCN(C(=O)Nc3ccc(F)cc3)C2)cc1OC (configuration not stated)	-1.5%	nt	nt	nt	-52%	-8%	-5%	nt	-8%
Cn1nc(C(=O)N2CCc3ccccc32)c2ccccc2c1=O	-0.8%	-5.2%	9%	9%	-1%	1%	-15%	1.2	-4%
O=S(=O)(/N=C(/Nc1cccc2ccccc12)c1ccccc1)c1cccs1	-5.9%	-2.8%	13%	13%	20%	6%	34%	1.3	-9%
C=CCNc1nc(N2CCOCC2)nc(N2CCOCC2)n1	-1.3%	-8.4%	-4%	-10%	11%	-8%	-3%	1.1	21%
COc1cccc(C(=O)Nc2cc(-c3cn4cccnc4n3)ccc2C)c1	-1.8%	-4.2%	-16%	-25%	-22%	-20%	-11%	1.1	16%
O=C(CN1CCN(Cc2ccccc2)CC1)NCCc1ccccc1	5.7%	nt	nt	nt	-36%[20 µM]	-8%	-20%	nt	-3%
COc1ccc(OCCCC(=O)N2CCCc3ccccc32)cc1	1.0%	-4.7%	11%	12%	-16%	0%	-10%	1.1	-2%
O=C(NCc1ccc(N2CCCC2=O)cc1)c1cccc(Cl)c1	-3.4%	-0.1%	-6%	-6%	-17%[20 µM]	1%	-26%	1.2	-14%
COc1ccc(N2C(=O)CSC2c2cccs2)cc1 (configuration not stated)	-2.4%	-4.7%	-10%	-6%	-17%	-5%	-19%	1.1	4%
O=C1C(c2ccc(F)cc2)N(Cc2ccc3c(c2)OCO3)C(=O)CN1C1CCCC1 (configuration not stated)	0.8%	-6.9%	7%	14%	-14%	-4%	-4%	1.1	14%
COc1cc(OC)nc(NC2OC(=O)c3ccccc32)n1 (configuration not stated)	0.7%	-5.8%	3%	4%	-10%	0%	4%	1	13%
O=C(c1cccc(C(F)(F)F)c1)N1CCCC1	-2.0%	-4.1%	8%	5%	-37%	-2%	-11%	1.2	3%
COc1ccc2[nH]c(=O)cc(C(=O)O)c2c1	-2.7%	-1.4%	-38%	-34%	-11%	7%	-36%	1.1	-6%
Cc1ccc(NC(=O)c2cc(=O)c3ccccc3o2)cc1S(=O)(=O)N1CCOCC1	-0.1%	nt	nt	nt	15%	-1%	-7%	nt	19%
CC(C)[C@H](NC(=O)c1ccccc1)C(=O)OCC(=O)N1CC2(C)CC1CC(C)(C)C2 (some centres not stated)	2.2%	1.6%	-10%	4%	-26%	-1%	-8%	1.2	7%
Cn1c2c(c(=O)n(C)c1=O)C(CC(=O)Nc1ccccc1)C(=O)N2 (configuration not stated)	1.3%	2.5%	10%	12%	-6%	-7%	-24%	1.1	-3%
Cc1oc2c(C)c(O)ccc2c(=O)c1N1C(=O)c2ccccc2C1=O	-1.7%	-4.3%	1%	-7%	nt	-6%	5%	1.1	17%
CCOC(=O)c1c(NC(=O)C2COc3ccccc3O2)sc2c1CCN(Cc1ccccc1)C2 (configuration not stated)	1.1%	-3.9%	-13%	-4%	-4%	-4%	-16%	1.2	-3%
Cc1onc(-c2ccccc2Cl)c1C(=O)NNC(=O)c1ccc(F)cc1	-0.7%	nt	nt	nt	-43%	-13%	-18%	nt	-16%
O=C(CCN1CCCCC1)NNC(=O)C12CC3CC(CC(C3)C1)C2	0.2%	-4.3%	0%	2%	-2%	-8%	-19%	1.1	12%
COc1ccc(S(=O)(=O)NC(C)C)cc1-n1cnnn1	nt	-6.0%	12%	12%	-18%[20 µM]	-9%	-20%	1.1	2%
COc1cc2[nH]c(C(=O)Nc3ccc4c(c3)OCCO4)cc2c(OC)c1OC	-4.8%	nt	nt	nt	-12%	-9%	4%	nt	10%
COc1ccc(CCC(=O)N/N=C\c2cccs2)cc1	-4.6%	-6.5%	11%	5%	7%	-1%	-40%	1	5%
CC(C)N(CCNC(=O)c1nn(Cc2ccccc2)c(=O)c2ccccc12)C(C)C	5.1%	nt	nt	nt	-17%	-5%	-2%	nt	4%
CC(C)=CCN1CCN(CCCn2cccn2)CC1CCO (configuration not stated)	3.6%	-9.7%	-9%	-1%	-44%	-10%	-38%	1.1	7%
Cc1ccc(OCc2nc(C#N)c(NCc3ccco3)o2)cc1	1.2%	-14%	5%	11%	-59%	-2%	-7%	1.1	6%
CN(Cc1ccccc1)C(=O)CCC1CCN(C(=O)CC2=CCCCC2)CC1	-2.8%	nt	nt	nt	36%	-6%	-16%	nt	-2%
COc1cccc(C2N(c3ccc(Cl)cc3)C(=O)C3CCCN32)c1 (configuration not stated)	8.2%	-9.9%	2%	-2%	-40%	-2%	-20%	1	8%
O=C(NCc1ccc(F)cc1Cl)C1CCN(S(=O)(=O)N2CCCCC2)CC1	-0.1%	nt	nt	nt	-35%	-12%	16%	nt	12%
O=C(NC1CCCCC1)C(c1ccc(F)cc1)N(Cc1ccccc1)C(=O)CN1C(=O)c2ccccc2S1(=O)=O (configuration not stated)	0.9%	-5.9%	1%	12%	-1%	-1%	-31%	1.1	6%
CCOc1ccc(NC(=O)CSc2nc(N)c(-c3ccccc3)c(=O)[nH]2)cc1	-0.1%	-4.7%	8%	8%	-2%	-6%	-44%	1	1%
Cc1onc(-c2ccccc2Cl)c1C(=O)N(C)C1CCCCC1	1.3%	-5.6%	-5%	-4%	-16%	-3%	25%	0.9	6%
COc1ccc(N2CCN(c3ccc(NC(=O)c4ccc5c(c4)OCO5)cc3C#N)CC2)cc1	31%	-3.1%	-2%	-4%	-30%	-1%	-22%	1.1	-12%
CCn1c(CN2C(=O)CSc3ccccc32)n[nH]c1=S	6.3%	nt	nt	nt	-18%	-11%	9%	nt	2%
CN1CCc2c(sc3c2C(=O)NC(c2cn(Cc4ccccc4)c4ccccc24)N3)C1 (configuration not stated)	-1.2%	-9.1%	8%	15%	37%	-3%	nt	1.1	12%
CCOC(=O)C1CCN(C(=O)c2ccc3c(c2)NC(=O)/C(=C\c2cccc(C)c2)S3)CC1	3.0%	nt	nt	nt	-30%	7%	-4%	nt	-19%

Some of the entries so far, with two lines to a compound.
Each structure is followed by: KOR beta-arrestin-1 | XIAP antagonists | PMI inhibition | human PMI inhibition | KOR beta-arrestin-2 | LYP inhibition | NOD1 NF-kB reporter | TNAP activators | NOD2 inhibition
- COc1cccc(C2N(c3ccc(Cl)cc3)C(=O)C3CCCN32)c1 (configuration not stated)
    8.2% | -9.9% | 2% | -2% | -40% | -2% | -20% | 1 | 8%
- COc1ccc(N2C(=O)CSC2c2cccs2)cc1 (configuration not stated)
    -2.4% | -4.7% | -10% | -6% | -17% | -5% | -19% | 1.1 | 4%
- Cn1c2c(c(=O)n(C)c1=O)C(CC(=O)Nc1ccccc1)C(=O)N2 (configuration not stated)
    1.3% | 2.5% | 10% | 12% | -6% | -7% | -24% | 1.1 | -3%
- O=C(NC1CCCCC1)C(c1ccc(F)cc1)N(Cc1ccccc1)C(=O)CN1C(=O)c2ccccc2S1(=O)=O (configuration not stated)
    0.9% | -5.9% | 1% | 12% | -1% | -1% | -31% | 1.1 | 6%
- Cc1ccc(/C=C2\C(=O)ON=C2c2ccccc2)o1
    -9.4% | -0.2% | 5% | 10% | -16% | -3% | -23% | 1.1 | 11%

The list continues:
SMILES	KOR beta-arrestin-1	XIAP antagonists	PMI inhibition	human PMI inhibition	KOR beta-arrestin-2	LYP inhibition	NOD1 NF-kB reporter	TNAP activators	NOD2 inhibition
CCN1CCN(CCCNC(=O)c2ccc(/C=C3/Oc4ccccc4N(Cc4cccc(C)c4)C3=O)cc2)CC1	8.2%	nt	nt	nt	4%	-20%	-21%	nt	21%
Cc1cc(C(=O)N2CCCC(Nc3ccccc3)C2)c2ccc(F)cc2n1 (configuration not stated)	-3.9%	nt	nt	nt	-26%	-13%	-11%	nt	9%
CC/C(O)=C1\C(=O)CCCC1=NCCc1nc2ccccc2[nH]1	-3.2%	0.0%	-7%	-7%	11%	-2%	4%	1.1	-7%
CCSc1nnc(NC(=O)Cc2ccccc2OC)s1	2.7%	-9.0%	13%	6%	-16%	-4%	7%	1.1	12%
CSc1ccc(NC(=O)N2CCN(c3nc4ccccc4s3)CC2)cc1	0.0%	-8.7%	2%	1%	-20%	-11%	9%	1	17%
O=C(CN1CCN(c2ccccc2O)CC1)NNC(=O)c1ccc(Cl)cc1	-2.4%	-3.6%	29%	10%	28%	0%	-24%	2	8%
Clc1ccccc1COc1ccccc1-c1nnco1	-3.2%	-9.3%	3%	-9%	-2%	-6%	-12%	1.1	7%
Cc1ccc(C(=O)COC(=O)c2ccccc2NC(=O)c2ccccc2)cc1[N+](=O)[O-]	4.5%	2.7%	-8%	-1%	-54%	-3%	-24%	1.1	-1%
Cc1ccc2oc(=O)n(CC(=O)OC(C)C)c2c1	-1.6%	-3.5%	-9%	-8%	-27%	-9%	0%	1	11%
COc1ccccc1NC(=O)CSc1nnc(CNC(=O)c2ccccc2F)o1	-2.0%	nt	nt	nt	-12%	-12%	-131%	nt	-6%
O=C(N1CCOCC1)C(F)(F)C(=O)N1CCOCC1	3.0%	-5.1%	4%	1%	-2%	-10%	-8%	1.1	8%
Cc1ccc(NC(=O)c2cc(S(=O)(=O)N3CCc4ccccc43)cn2C)cc1C	1.3%	nt	nt	nt	10%[20 µM]	-8%	12%	nt	11%
N#CCCNC(=O)CCN1CCCCC1	-0.5%	-1.3%	1%	4%	-6%	-13%	-6%	1.1	11%
N#Cc1c(SCC(N)=O)nsc1SCc1ccccc1Cl	-2.8%	-6.8%	-4%	1%	-2%	-11%	20%	1.1	26%
CCC(=O)Nc1ccc(-c2nnc(SCC(=O)NCC3CCCO3)n2C)cc1 (configuration not stated)	-3.0%	-4.9%	7%	15%	32%	-1%	-16%	1.1	-1%
CCOc1cccc(N2C(=O)CC(NNC(=O)c3ccc(Br)o3)C2=O)c1 (configuration not stated)	4.6%	nt	nt	nt	5%	-8%	-12%	nt	-1%
O=C(COC(=O)COc1ccccc1[N+](=O)[O-])Nc1ccc(S(=O)(=O)N2CCCCC2)cc1	3.3%	-9.1%	1%	1%	-34%	-3%	23%	1.1	-11%
CN(C(=O)c1ccc(Oc2ccc([N+](=O)[O-])cc2)cc1)C1CCCCC1	-4.2%	nt	nt	nt	-39%[20 µM]	-6%	2%	nt	16%
O=C(OCc1cn(-c2ccc(Cl)c(Cl)c2)nn1)c1ccccc1	1.1%	-4.1%	-5%	-1%	-21%	-6%	-22%	1.1	-1%
O=c1[nH]c(=O)n(C2OC(CO)C(O)C2O)cc1Br (configuration not stated)	-2.0%	nt	nt	nt	-3%	-13%	-4%	nt	33%
COc1c(C(=O)Nc2ccccc2N2CCOCC2)cc2ccccc2c1Br	1.1%	nt	nt	nt	10%	6%	-12%	nt	0%
Cc1c(Cl)cccc1-n1c(SCC(=O)NCc2ccccc2Cl)nnc1-c1ccncc1	0.5%	-7.0%	-7%	2%	22%	-6%	4%	1.1	9%
